Bioassay records as filed in PubChem.
HIV Rev-RRE inh = HIV Rev-RRE protein-RNA interaction inhibition. AID 704. Rev peptide-RRE RNA binding, FRET. inhibition, % at 8 µM. hit rate 0.79% among 97,000;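 active means inhibition above the screen-wide mean plus 3 SD, cut at about 35% in these data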;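 further: 0% = median DMSO wells and 100% = median Neomycin B control wells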
Target sequence (P05866 whole entry, looked up): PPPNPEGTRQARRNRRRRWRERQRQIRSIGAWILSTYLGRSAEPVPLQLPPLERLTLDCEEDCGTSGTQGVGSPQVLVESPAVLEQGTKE
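Test system – labelled RRE RNA duplex and labelled Rev peptide · Signal – fluorescein-to-Cy5 FRET, 480 nm excitation · Evaluation – % inhibition of FRET ratio versus controls · Benchmarks – DMSO low control, neomycin B high control · Incubation – 5 min RNA-compound premix plus 15 min binding step, 25 °C · Medium – HEPES pH 7.5 salt buffer with EDTA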
CD11b adhes enh = CD11b/CD18-fibrinogen binding enhancement; P05107+P11215; K562 CD11b/CD18 adhesion to fibrinogen, ATPlite luminescence; activation, % at 10 µM; hit rate 0.07% among 93,000; AID 1499;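 active means 10 µM primary screen giving 50% or more activity, confirmed by 40% or more on retest at that dose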; further: strong numbers were not always called active
CD11b adhes inh = blocks human CD11b/CD18 adhesion to fibrinogen; K562 CD11b/CD18 adhesion to fibrinogen, ATPlite luminescence; Mn2+ added to activate the integrin; inhibition, % at 10 µM; hit rate 0.54% among 93,000; AID 1497;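 active means primary inhibition of 50% or more at 10 µM, then 40% or more on retest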; further: some results filed as inactive read as strong as hits
PLK1 PBD inh = inhibitors of human Plk1 polo box domain binding; Plk1 PBD phosphopeptide binding, fluorescence polarization; P53350; hit rate 0.13% among 97,000; AID 693; inhibition, %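 (tested at about 20 µM)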; in the data active means inhibition above about 34%, passing the limit was not always enough
Target sequence (P53350 whole entry, looked up, the tested form may be a part): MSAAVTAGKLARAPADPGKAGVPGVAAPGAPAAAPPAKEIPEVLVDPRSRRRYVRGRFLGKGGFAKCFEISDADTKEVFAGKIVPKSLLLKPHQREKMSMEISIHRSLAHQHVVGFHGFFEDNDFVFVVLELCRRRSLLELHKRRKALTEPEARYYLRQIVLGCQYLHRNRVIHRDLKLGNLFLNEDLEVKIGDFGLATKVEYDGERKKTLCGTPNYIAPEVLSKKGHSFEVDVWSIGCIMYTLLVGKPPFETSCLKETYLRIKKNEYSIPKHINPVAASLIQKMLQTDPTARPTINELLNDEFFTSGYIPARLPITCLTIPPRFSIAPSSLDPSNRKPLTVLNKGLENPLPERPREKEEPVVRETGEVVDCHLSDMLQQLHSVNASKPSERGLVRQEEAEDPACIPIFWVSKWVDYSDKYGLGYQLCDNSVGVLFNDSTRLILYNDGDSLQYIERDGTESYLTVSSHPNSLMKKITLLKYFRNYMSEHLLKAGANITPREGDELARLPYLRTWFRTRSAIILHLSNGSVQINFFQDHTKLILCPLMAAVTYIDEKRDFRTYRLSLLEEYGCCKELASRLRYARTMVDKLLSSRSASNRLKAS
ERa coact inh = ER-alpha (human) coactivator binding inhibition. P03372. TR-FRET ER-alpha LBD / SRC-1 peptide, estradiol-bound. inhibition, % at 25.6 µM. hit rate 1.7% among 86,000. AID 629; in the data active means inhibition above about 50%;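 further: 0% = receptor plus peptide control and 100% = peptide only without receptor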
ERa SRC1 pot = ER-alpha (human) coactivator binding potentiation; coactivator binding (% of control), % at 25.6 µM; TR-FRET ERalpha-LBD/SRC-Cy5 coactivator binding, 2 h; 100 = basal binding, no effect; hit rate 1.3% among 86,000; AID 639; in the data active means activity above about 200%;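 further: binding measured in presence of low estradiol as agonist stimulus; 0% = peptide alone without receptor and 100% = receptor with peptide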
PLK1 kinase inh = inhibitors of human PLK1 kinase | recombinant PLK1 kinase, TR-FRET peptide phosphorylation | inhibition, % at 10 µM | hit rate 0.53% among 97,000 | AID 619;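 active means inhibition of 50% or more in the single-concentration screen; inactive means inhibition below 50%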;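 further: 0% = DMSO max control and 100% = H-89 dihydrochloride min control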
ERb coact inh = blocks coactivator binding to human estrogen receptor beta. TR-FRET ER-beta LBD / SRC1-Cy5 peptide binding; receptor agonist-loaded with 1 µM estradiol. inhibition, % at 25.6 µM. hit rate 1.3% among 86,000. AID 633;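 active means compounds whose percent inhibition of the receptor-coactivator binding signal exceeds about 50% in the single-dose screen, limit read from the data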;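 further: 0% = receptor plus peptide wells without compound and 100% = peptide-only wells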
FAK inh = FAK (human) kinase inhibition; Q05397; biochemical FAK kinase activity assay; inhibition, %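 (tested at 7 µM)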; hit rate 0.84% among 97,000; in the data active means inhibition above about 19%;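 further: 0% = DMSO and 100% = reference compound high control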
* marks the source's active call; other numbers are inactive results; . = no result given; [ ] = remark or other dose.

SMILES	HIV Rev-RRE inh	CD11b adhes enh	CD11b adhes inh	PLK1 PBD inh	ERa coact inh	ERa SRC1 pot	PLK1 kinase inh	ERb coact inh	FAK inh
Cc1ccccc1CS(=O)(=O)Cc1ccc(C(=O)N2CCC3(CC2)OCCO3)o1	-1	.	.	1	-18	112	-7	-8	-5
COc1ccc(C(CC(=O)N2CCC3(CC2)OCCO3)NS(=O)(=O)c2ccc(F)cc2)cc1 (configuration not stated)	1	-2	-4	-5	.	.	-7	.	-1
CCOC(=O)c1c(N)n(Cc2ccccc2)c2nc3ccccc3nc12	0	0	15	13	-2	88	-5	1[fluorescence artefact?]	-9
CCCCn1c(O)c(C(C)=Nc2c(C)n(C)n(-c3ccccc3)c2=O)c(=O)[nH]c1=O	2	4	-4	22	4	143[fluorescence artefact?]	-1	2[fluorescence artefact?]	-3
CCC(C)NS(=O)(=O)c1ccc(OCC(=O)N2CCN(CC)CC2)cc1 (configuration not stated)	-2	.	.	1	-15	103	2	-25	-1
CCN1CCN(C(=O)COc2ccc(S(=O)(=O)NC(C)C)cc2)CC1	4	.	.	4	-20	101	-2	-29[fluorescence artefact?]	3
CCOC(=O)c1nc2ccccc2c(=O)n1-c1ccc(C)cc1	0	-5	-2	-19	.	.	-8	.	-1
CC1=C(/C=C/c2ccccc2)CCN(C)C1	-2	-3	-1	-15	.	.	-1	.	-6
NCC1(c2ccc3c(c2)OCCO3)CCCC1	1	-1	15	16	-14	83	-3	2	0
CC(C)(C)c1nc(N2CCN(C(=O)c3ccco3)CC2)c2nnn(Cc3ccccc3Cl)c2n1	-2	-3	21	-21	24	83[fluorescence artefact?]	-13	19[fluorescence artefact?]	1
O=C(c1cc(=O)[nH]c2ccc(Br)cc12)N1CCC2(CC1)OCCO2	1	.	.	-1	-8	99	-12	-4	0
CCC(=NCCc1ccccc1)c1c(O)n(C2CCCCC2)c(=O)[nH]c1=O	14	1	22	11	0	91	-2	-5	1
CC(=O)Nc1cc(C(=O)N2CCC3(CC2)OCCO3)ccc1S(=O)(=O)c1ccc(C)cc1	12	.	.	16	5	70	4	13	1
COc1cc(NC(=O)CN2C3CCC2CC(O)(c2cccnc2)C3)cc(OC)c1 (configuration not stated)	9	2	-4	-33	-4	99	-4	-12	1
O=C1NC(=O)C2(Cc3c(nc4ccccn4c3=O)N3CCCCCC32)C(=O)N1Cc1ccccc1 (configuration not stated)	8	4	-9	-18	30	99	-14	15	-8
Cc1cccc(N=Cc2c(O)n(-c3ccccc3C)c(=O)[nH]c2=O)c1	14	-1	1	-26	2	113[fluorescence artefact?]	3	-5	0
CCOC(C(=O)OCCCN(CC)CC)(c1ccccc1)c1ccccc1	-7	-1	6	-17	7	102	-9	-6	-10
COC(=O)c1cc2c(s1)=NC=NP=2(N1CCOCC1)N1CCOCC1	8	12	-2	-10	-2	102	-2	-18	5
COC(=O)C(O)(c1ccc(N(C)C(=O)OC(C)C)cc1)C(F)(F)F (configuration not stated)	6	-1	5	-21	4	101	-10	68*	-1
CCCCn1c(O)c(C=NC2CC3CCC2(C)C3(C)C)c(=O)[nH]c1=O (configuration not stated)	4	5	13	-6	1	107	6	5	5
CC(C)(C)c1ccc(S(=O)(=O)N2CC3CC(C2)c2cccc(=O)n2C3)cc1 (configuration not stated)	2	.	.	14	-10	100	-7	-6	-2
c1ccc2c(CNC3CCCCC3)c[nH]c2c1	-9	-4	-1	33	-2	96	-13	-9	1
C=CCn1c(O)c(C(C)=NC2CC2)c(=O)[nH]c1=O	4	-2	3	2	5[fluorescence artefact?]	97	-7	-1[fluorescence artefact?]	-6
Cc1cc(NCCN)nc2ccccc12	-4	5	-2	-34	.	.	41	.	-1
COc1ccc(CCN(C)Cc2c(F)cccc2F)cc1OC	-1	2	-12	14	-7	124	-6	-2	-2
SMILES	HIV Rev-RRE inh	CD11b adhes enh	CD11b adhes inh	PLK1 PBD inh	ERa coact inh	ERa SRC1 pot	PLK1 kinase inh	ERb coact inh	FAK inh
CC(=O)c1c(C)n(CCCOC(C)C)c2ccc(O)cc12	-3	0	8	-12	9	108	-18	5	2
CCCCc1nc2ccccc2c(=O)n1-c1ccccc1[N+](=O)[O-]	2	.	.	-5	.	.	-14	.	-1
COc1ccc(-c2nc(CSCC(=O)N3CCC4(CC3)OCCO4)c(C)o2)cc1OC	-2	.	.	-18	-17	96	-10	-4[fluorescence artefact?]	-2
O=C(Cn1cnc2ccccc2c1=O)NCC(=O)N1CCC2(CC1)OCCO2	8	1	-7	-17	.	.	6	.	-7
COc1cc(C(c2c(C)[nH]n(-c3ccccc3)c2=O)c2c(C)[nH]n(-c3ccccc3)c2=O)cc(OC)c1OC	-5	.	.	-19	.	.	-14	.	7
CC(=O)c1c(O)n(C)c(=S)n(-c2ccccc2)c1=O	34	-4	5	-3	.	.	47	.	1
COC(=O)C1=C(N)OC(C)=C(C(C)=O)C12C(=O)N(C)c1ccccc12 (configuration not stated)	.	3	-2	.	-21	112	.	-25	.
CCOC(=O)c1c(C)n(Cc2ccccc2)c2ccc(OCC(O)Cn3nc(C)cc3C)cc12 (configuration not stated)	1	.	.	22	0	71	-14	4	2
CC(c1ccccc1F)n1cc(C(=O)Nc2ccc3nc[nH]c3c2)nn1 (configuration not stated)	7	-7	-5	-17	5	110	-5	12	8
O=C1CC(=O)N(c2cccc(Cl)c2)C(=O)N1	16	-2	-2	-22	-9	124	-15	-6	-1
CS(=O)(=O)N1CCCC(C(=O)N2CCC3(CC2)OCCO3)C1 (configuration not stated)	4	.	.	2	-20	103	-6	-19	-2
CCN1CCN(Cc2cc(OC)c(OC)cc2[N+](=O)[O-])CC1	5	-5	4	-7	.	.	-6	.	0
CN(C)C(=O)Oc1cccc(NC(=O)N2CCOCC2)c1	6	.	.	4	-30	113	-4	-25[fluorescence artefact?]	-1
O=C1CN=C(c2ccc(Br)cc2)c2oc3ccccc3c2N1	2	20	0	-38	.	.	-16	.	-1
CCN(CC)CCCOC(=O)C(OC(C)C)(c1ccccc1)c1ccccc1	15	.	.	6	-4	89	-12	-11	-1
ClC1=CCC2CN(CCN3CCCCC3)CC2C1 (configuration not stated)	.	0	6	.	11	66	.	4	.
Nc1ccc(S(=O)(=O)N2CCCCC2c2cccnc2)cc1 (configuration not stated)	2	0	8	5	-6	108	-18	2	-1
CCOc1ccc(-n2c(O)c(C=NCCCn3ccnc3)c(=O)[nH]c2=O)cc1	10	-3	-2	-20	-2	103	-4	-14	0
CCOc1ccc(-n2c(O)c(C=NCCN3CCNCC3)c(=O)[nH]c2=O)cc1	4	2	3	-4	5[fluorescence artefact?]	104	-14	10	-1
C(#CCN1CCOCC1)COCc1ccccc1	2	-1	-5	13	-6	114	-7	2	0
Oc1c(Br)cc(Br)cc1CN1CCN(Cc2ccccc2)CC1	15	-2	-8	-5	5[fluorescence artefact?]	104	-3	2[fluorescence artefact?]	0
c1ccc2cc(CC3=NCCN3)ccc2c1	6	0	-4	29	.	.	-2	.	8
CCOC(=O)c1c(C)c(P(=S)(N2CCOCC2)N2CCOCC2)n(C)c1C	5	-5	21	16	-17	86	-7	-19[fluorescence artefact?]	5
O=C(CN1CCOCC1)NCC(=O)Nc1ccc(Br)cc1C(=O)c1ccccc1	1	-3	-2	-27	3	112[fluorescence artefact?]	10	-27	2
Cn1cccc1CNCCc1ccccc1	6	0	1	28	11	108	-11	-2	-2

Entries of single compounds, looked up by structure. Order of values: HIV Rev-RRE inh | CD11b adhes enh | CD11b adhes inh | PLK1 PBD inh | ERa coact inh | ERa SRC1 pot | PLK1 kinase inh | ERb coact inh | FAK inh
`COc1ccc(CCN(C)Cc2c(F)cccc2F)cc1OC` across the screens: -1 | 2 | -12 | 14 | -7 | 124 | -6 | -2 | -2
`CC(=O)Nc1cc(C(=O)N2CCC3(CC2)OCCO3)ccc1S(=O)(=O)c1ccc(C)cc1` across the screens: 12 | . | . | 16 | 5 | 70 | 4 | 13 | 1
`CCOC(=O)c1c(C)n(Cc2ccccc2)c2ccc(OCC(O)Cn3nc(C)cc3C)cc12` (configuration not stated) across the screens: 1 | . | . | 22 | 0 | 71 | -14 | 4 | 2
`CCC(=NCCc1ccccc1)c1c(O)n(C2CCCCC2)c(=O)[nH]c1=O` across the screens: 14 | 1 | 22 | 11 | 0 | 91 | -2 | -5 | 1

(listing goes on)
SMILES	HIV Rev-RRE inh	CD11b adhes enh	CD11b adhes inh	PLK1 PBD inh	ERa coact inh	ERa SRC1 pot	PLK1 kinase inh	ERb coact inh	FAK inh
Cc1nc2cc(F)ccc2n1C1CCN(Cc2nnnn2CCc2ccccc2)CC1	0	0	-12	-14	-2	140	-13	-5[fluorescence artefact?]	-6
COCCn1cc(C(=O)N2CCC3(CC2)OCCO3)c2c3ccccc3n(C)c2c1=O	0	-5	-5	13	-6	100	-3	-17	0
Cc1cc2c(C(F)(F)F)cc(=O)oc2c2c1NCCC2	130*[fluorescence artefact?]	.	.	0	36	123	-12	24	-1
CCN(CC)CCNCC(=O)Nc1ccc(Cl)cc1C(=O)c1ccccc1	-4	1	-4	5	.	.	-12	.	0
CCN1CC2(COC(=O)c3ccccc3N)CCC(OC)C34C5CC6C(OC)CC(O)(C5C6OC)C(O)(C(OC)C23)C14 (configuration not stated)	4	-4	2	2	.	.	-14	.	-1
O=C1NC(=O)C2(Cc3ccccc3N3CCCC32)C(=O)N1c1ccccc1 (configuration not stated)	.	-2	-9	.	2	76	.	0	.
O=C1NC(=O)[C@]2(Cc3ccccc3N3CCN(c4ccccc4)CC32)C(=O)N1c1ccccc1 (some centres not stated)	5	1	-3	-10	-2	108	-4	3	-6
CCOc1ccccc1N1C(=O)NC(=O)C(CCc2ccncc2)(CCc2ccncc2)C1=O	3	.	.	4	-8[fluorescence artefact?]	384*	-17	-16[fluorescence artefact?]	1
Cn1c(O)c(/C=N/c2ncccn2)c(=O)n(C)c1=O	12	0	4	-24	.	.	-9	.	0
COc1cc(/C=N/NC(=O)CN2CC(c3ccccc3)CC2=O)ccc1OC(=O)N(C)C (configuration not stated)	4	.	.	-18	.	.	-9	.	-1
CN1C(=O)/C(=C/c2cccn2-c2ccc3ccccc3c2)C(=O)NC1=S	6	102	-15	16	.	.	-12	.	2
CN(C)C(=O)CSc1nnc([C@@H](N)Cc2ccccc2)o1	-2	-1	-2	-6	-5	114	-7	-7	-4
Cc1ccc(-n2c(O)c(C=NCc3cccnc3)c(=O)[nH]c2=O)cc1C	3	2	-21	-19	-3	120	-8	-4	0
O=C1C2CCN(CC2)[C@@H]1Cc1ccc2ccccc2c1O	2	-3	24	-11	-17	91	-10	-24	-1
CC(=C1C(=O)c2ccccc2C1=O)N1CCN(CCN=Cc2c(O)n(C)c(=O)n(C)c2=O)CC1	5	4	9	-10	-11	101	-12	-23	1
OC(CNC1CCCCC1)c1ccccc1 (configuration not stated)	3	-5	1	10	5	101	-14	14[fluorescence artefact?]	-3
Cc1nc2cc(-c3cccc(F)c3)nn2c(C)c1CCC(=O)N1CCC2(CC1)OCCO2	-1	-1	-1	-7	.	.	-11	.	-1
Oc1ccc(/C=N/NP(=S)(c2ccccc2)c2ccccc2)cc1O	5	1	22	-11	.	.	-10	.	1
Cc1cc(OCC(=O)OC(C)(C)C)c2c3c(c(=O)oc2c1)CCC3	.	-2	10	.	3	97	.	-6	.
CCCCn1c(O)c(C(C)=NC(C)c2ccccc2)c(=O)[nH]c1=O (configuration not stated)	-3	0	7	-20	-1	113	-9	2	2
O=C(CN1C2CCC1CC(O)(c1cccnc1)C2)Nc1ccc2c(c1)OCO2 (configuration not stated)	6	2	0	24	.	.	-10	.	3

These rows are one share of the data. The share of hits here may be higher or lower than overall.
